# NR2F2 inh: NR2F2 transcriptional activity inhibitors, primary screen, cell-based, luciferase reporter, HEK293T, luminescence; HEK293T NGFI-A luciferase reporter; inhibition, % at 8.6 µM; hit rate 0.7% among 370,000; AID 686940, 2013;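 active = inhibition above a per-plate cutoff, mean inhibition of test wells between control levels plus 3 SD, cut at about 38% in these data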;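 note: cells cotransfected with COUP-TFII expression vector driving the NGFI-A reporter; 0% = median of COUP-TF2 test wells and 100% = reporter-only cells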
# ABHD5-PLIN5 inh: ABHD5-PLIN5 interaction inhibitors, primary screen, cell lysate, split luciferase complementation, luminescence. Perilipin-5 (Homo sapiens) + 1-acylglycerol-3-phosphate O-acyltransferase ABHD5 (Homo …. Split G. princeps luciferase complementation, 4 h. inhibition, % at 4 µM. hit rate 0.78% among 360,000. AID 602281, 2012;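 active = inhibition above the mean inhibition across every tested compound plus 3 SD, cut at about 22% in these data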;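 note: 0% = DMSO only wells and the 100% control is not disclosed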
# LMP1 NFkB inh: EBV LMP1-driven NF-kappaB luciferase reporter inhibitors, primary screen, cell-based, luminescence, single point; LMP1-induced NF-kappaB luciferase reporter cells; inhibition, % at 12.5 µM; hit rate 0.69% among 350,000; AID 504558, 2011; in the data active = inhibition above about 41%;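 note: 0% = neutral control wells and 100% = reference inhibitor control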
# NCOA1 inh: SRC1 coactivator transcriptional activity inhibitors, primary screen, cell-based, luminescence; inhibition, % at 3.6 µM; HEK293 GAL4-SRC1 luciferase reporter; AID 588354, 2011; hit rate 0.12% among 360,000;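 active = inhibition above the campaign mean plus 3 SD, with each screening campaign given its own cutoff, cut at about 60% in these data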;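 note: 0% = DMSO treated cells and 100% = gossypol at 36 µM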
# MC4R barr agon: MC4R agonists recruiting beta-arrestin, primary screen, cell-based, luminescence, agonist arm of biased-ligand search; Melanocortin receptor 4 (Homo sapiens), P32245; hit rate 0.98% among 360,000; U2OS MC4R beta-arrestin complementation; percent of melanotan II response, DMSO zero; activation, % at 8.9 µM;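 active = activation above a per-plate cutoff, the mean activation of sample wells on that plate plus 3 SD, cut at about 8% in these data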
# NCOA2 inhibitor: inhibition of GAL4-SRC2 driven luciferase reporter, primary screen, SRC2 inhibitor project, cell-based, luminescence; Nuclear receptor coactivator 2 (Homo sapiens), Q15596; HEK293 GAL4-SRC2 luciferase reporter; inhibition, % at 9 µM; hit rate 0.17% among 370,000; AID 651957, 2012;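 active = inhibition above the mean inhibition of all tested compounds plus 3 SD, set per campaign, cut at about 52% in these data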;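 note: 0% = DMSO treated cells and 100% = cells given Gossypol at 36 µM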
# LRH-1 inv ag: LRH-1 (NR5A2) inverse agonists, primary screen, cell-based, luminescence, HEK293T, StAR-luciferase reporter; hit rate 0.13% among 360,000; inhibition, % at 3.6 µM; LRH-1 transfected, 24 h; AID 602396, 2012;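 active = inhibition above the mean inhibition of all tested compounds plus 3 SD, cut at about 73% in these data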;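 note: 0% = DMSO wells and 100% = reporter-only cells lacking LRH-1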
# NOD2 RIPK2 PPI: NOD2-RIPK2 binding disruptors in cells, primary screen, fluorescence, CHO cells, BLA complementation; Receptor-interacting serine/threonine-protein kinase 2 (Homo sapiens), O43353; CCF4 ratio; inhibition, % at 4.98 µM; hit rate 0.38% among 360,000; AID 624267, 2012; in the data active = inhibition above about 21%;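 note: 0% = vehicle only and 100% = reference blocker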
# MC4R antagonist: MC4R antagonists of cAMP signaling, primary screen, cell-based, TR-FRET, antagonist arm of biased-ligand search; MC4R-expressing cells, MTII-stimulated cAMP, LANCE TR-FRET; inhibition, % at 6.5 µM; hit rate 0.48% among 360,000;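 active = inhibition above its plate's cutoff, the mean of tested wells on that plate plus 3 SD, cut at about 29% in these data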;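 note: 0% = Melanotan II alone and 100% = Melanotan II plus saturating MCL0020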
#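 System: U2OS cells stably expressing human melanocortin 4 receptor (MC4R). Reagent: Melanotan II challenge after compound preincubation. Doses: 6.5 µM. Times: 30-min compound, 1-h challenge, 1-h detection, room temperature. Measured by: TR-FRET with Eu-cAMP and labeled anti-cAMP, 671 nm. Replicates: singlicate.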
# TLR9-MyD88 block: inhibitors of TLR9-MyD88 association in cells, primary screen, cell-based, CHO, BLA complementation, fluorescence | CCF4 FRET ratio | inhibition, % at 4.98 µM | hit rate 0.21% among 340,000;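 active = inhibition above the mean over all tested compounds plus 3 SD, cut at about 21% in these data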;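 note: 0% = DMSO only wells and 100% = clavulanate BLA inhibitor control wells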
# NCOA3 inh: SRC3 coactivator transcriptional activity inhibitors, primary screen, cell-based, luminescence | inhibition, % at 3.6 µM | hit rate 0.17% among 360,000 | HEK293 GAL4-SRC3 luciferase reporter | AID 588352, 2011 | Nuclear receptor coactivator 3 (Homo sapiens), Q9Y6Q9;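 active = inhibition above a per-campaign cutoff, the mean of all compounds plus 3 SD, cut at about 60% in these data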;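 note: 0% = DMSO-treated cells and 100% = gossypol-treated cells at 36 µM; higher means less SRC3-driven luciferase light from the GAL4 reporter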
# The depositor's hits bear a star; · = no result given. Some of the compounds tested; rates above refer to the full screens.
SMILES,NR2F2 inh,ABHD5-PLIN5 inh,LMP1 NFkB inh,NCOA1 inh,MC4R barr agon,NCOA2 inhibitor,LRH-1 inv ag,NOD2 RIPK2 PPI,MC4R antagonist,TLR9-MyD88 block,NCOA3 inh
c1ccc(C2CN3CCSC3=N2)cc1 (stereo unspecified),3,-8,8,-4,0.0,-7,18,-11,13,3,-9
Cc1ccccc1NS(=O)(=O)c1cc2c(cc1C)NC(=O)CO2,3,-3,1,-7,1.5,-31,19,6,13,0,-14
Cc1cc(S(=O)(=O)Nc2ccc(C(=O)NCC(c3ccco3)N3CCCCC3)cc2)ccc1F (stereo unspecified),15,-6,2,-14,-2.7,-2,13,10,-2,4,3
CC(=O)c1ccc2c(c1)Nc1ccccc1S2,3,3,12,-15,-0.1,-10,-15,1,-2,8,-28
Cc1cc(C)nc(SC/C=C/c2ccccc2)n1,-5,-5,-6,10,0.8,-40,-8,-9,-11,-34,-3
CC(=O)NC(c1ccc(F)c(F)c1)c1nc(-c2ccncc2)cs1 (stereo unspecified),-6,5,·,-7,0.8,-21,20,-2,13,·,2
O=C(c1noc2c1CCCC2)N1CCc2c([nH]c3ccccc23)C1c1ccccn1 (stereo unspecified),14,-2,13,10,-1.9,-7,-24,-10,-1,-2,-3
C=CCn1c(=O)n(CCOC)c(=O)c2sc3ccccc3c21,6,-6,-1,-1,0.5,-2,18,-10,-8,-9,0
O=C(c1ccc(OC2CCN(Cc3ccccc3O)CC2)cc1)N1CCCCC1,5,-4,10,-2,-0.8,14,-6,-12,2,4,2
c1cncc(-c2ccc3[nH]ccc3c2)c1,-21,5,-8,-18,-2.1,-49,-55,3,2,1,-2
C=CCn1c(NCc2ccc(N(C)C)cc2)nc2ccccc21,-15,-1,-15,-45,1.5,-9,-34,-16,-6,5,0
Cc1ccc(-n2c(Cc3cccs3)nnc2SCC(N)=O)cc1,6,2,-2,-4,-0.9,-8,8,-7,0,5,-6
COc1ccccc1NS(=O)(=O)c1ccc(C(=O)NCC(c2ccco2)N(C)C)cc1 (stereo unspecified),11,-4,-4,-1,-2.4,6,12,-7,-1,-8,-10
Cc1cc(C)nc(SCCC(=O)Nc2ccccc2)n1,17,-5,-3,-2,1.4,-35,-20,-4,0,-3,18
CCOC(=O)C1=C(c2ccc(OC)cc2)OC(N)=C(C#N)C1c1cccnc1 (stereo unspecified),1,5,·,-8,-1.0,15,-10,-2,14,·,-1
COc1cc(OC)cc(-c2c(C#Cc3ccsc3)c3cc(-c4ccc5c(c4)OCCO5)ccc3n2C)c1,8,5,-3,2,2.2,12,24,-8,3,-11,-19
CCOC(=O)c1cc(C)nc(SC)c1C#N,-3,5,-3,11,-0.4,22,7,1,1,2,9
Cc1cc(F)cc(-c2cc(C(=O)NCc3ccccc3)[nH]n2)c1,-19,-6,·,-59,0.9,-10,-18,-2,-3,·,-12
CCc1cccc(CC)c1NC(=O)COC(=O)c1cccc(-c2ccc(OC(C)=O)cc2)c1,3,4,-10,2,-0.4,-22,-7,1,6,-2,-24
CN(c1ccc(OCC(=O)N2CCCCC2)cc1)S(=O)(=O)c1cccs1,-4,0,-5,15,0.4,-1,-19,-6,11,5,-3
Cc1cccc(N2CC(C(=O)Nc3ccccc3N3CCCC3)CC2=O)c1C (stereo unspecified),16,12,-2,7,-1.4,-15,-11,-1,5,-3,-15
NC(=O)c1c(N)sc(=S)n1CC1CCCO1 (stereo unspecified),1,3,1,-7,-1.6,15,-2,1,-1,-7,28
Cc1ccc(CN2CCN(/N=C/c3ccc(O)c(O)c3)CC2)cc1,24,-8,-22,-18,-1.3,-4,-14,-3,5,-21,-18
Cn1c(=O)c2c(ncn2CC(=O)Nc2ccc(N3CCOCC3)cc2)n(C)c1=O,18,0,2,11,-1.6,-1,-7,5,1,5,-10
O=c1c2c3c(sc2n2c(=S)[nH]nc2n1-c1ccccc1)CCC3,8,1,-7,-17,-1.6,18,-1,-9,-2,·,13

# Arranged by length of the SMILES (falling): part of the list above
SMILES,NR2F2 inh,ABHD5-PLIN5 inh,LMP1 NFkB inh,NCOA1 inh,MC4R barr agon,NCOA2 inhibitor,LRH-1 inv ag,NOD2 RIPK2 PPI,MC4R antagonist,TLR9-MyD88 block,NCOA3 inh
Cc1cc(S(=O)(=O)Nc2ccc(C(=O)NCC(c3ccco3)N3CCCCC3)cc2)ccc1F (stereo unspecified),15,-6,2,-14,-2.7,-2,13,10,-2,4,3
COc1ccccc1NS(=O)(=O)c1ccc(C(=O)NCC(c2ccco2)N(C)C)cc1 (stereo unspecified),11,-4,-4,-1,-2.4,6,12,-7,-1,-8,-10
CC(=O)NC(c1ccc(F)c(F)c1)c1nc(-c2ccncc2)cs1 (stereo unspecified),-6,5,·,-7,0.8,-21,20,-2,13,·,2
Cc1ccc(CN2CCN(/N=C/c3ccc(O)c(O)c3)CC2)cc1,24,-8,-22,-18,-1.3,-4,-14,-3,5,-21,-18
C=CCn1c(=O)n(CCOC)c(=O)c2sc3ccccc3c21,6,-6,-1,-1,0.5,-2,18,-10,-8,-9,0
Cc1cc(C)nc(SC/C=C/c2ccccc2)n1,-5,-5,-6,10,0.8,-40,-8,-9,-11,-34,-3
NC(=O)c1c(N)sc(=S)n1CC1CCCO1 (stereo unspecified),1,3,1,-7,-1.6,15,-2,1,-1,-7,28
c1cncc(-c2ccc3[nH]ccc3c2)c1,-21,5,-8,-18,-2.1,-49,-55,3,2,1,-2
CCOC(=O)c1cc(C)nc(SC)c1C#N,-3,5,-3,11,-0.4,22,7,1,1,2,9

# Other compounds
SMILES,NR2F2 inh,ABHD5-PLIN5 inh,LMP1 NFkB inh,NCOA1 inh,MC4R barr agon,NCOA2 inhibitor,LRH-1 inv ag,NOD2 RIPK2 PPI,MC4R antagonist,TLR9-MyD88 block,NCOA3 inh
CC(=O)c1ccc(NC(=O)CSc2nnc(NC(=O)C3CC3)s2)cc1,7,9,7,-28,-2.5,-34,-2,0,1,5,-10
C/C(CC(=O)Nc1ccc(OCc2ccccc2)cc1)=N\NC(=O)C(=O)Nc1cccc(C)c1,-15,7,-3,-24,3.3,-10,-21,-5,-10,-2,-25
CC(C)(C)S(=O)N1Cc2cc(C(=O)N3CCOCC3)nc(-c3cccc(Br)c3)c2[C@H]1CCO (stereo partly specified),19,-9,·,-48,·,1,-2,-4,·,·,-10
CCCOc1cc(C)c(S(=O)(=O)NC2CC(C)(C)NC(C)(C)C2)cc1C,3,5,1,2,0.4,4,14,3,23,-8,22
CN(CC(=O)Nc1cccc(F)c1)C(=O)c1cccc(S(=O)(=O)N2CCN(Cc3ccccc3)CC2)c1,26,6,5,10,-1.8,13,15,5,10,0,9
CC(C)c1ccc(S(=O)(=O)Nc2ccc(-n3cnnn3)cc2)cc1,-6,-4,-8,3,-0.9,26,12,1,8,13,14
O=C(c1cccc(S(=O)(=O)N2CCOCC2)c1)N1CCN(c2ccccc2)CC1,-9,-3,2,-4,0.4,-5,-3,-4,3,-6,4
CCCCOc1ccc(SCCCN2CCOCC2)cc1,15,-6,6,-6,-1.8,-6,-2,-12,2,-10,3
O=C(O)c1ccccc1/C=N/NC(=O)C1CCCC1,-11,15,-11,4,0.6,2,6,-3,3,-6,14
Cc1ccc2[nH]cc(S(=O)(=O)c3ccc(F)cc3)c(=O)c2c1,16,4,-1,5,0.3,-11,15,-1,3,-5,14
CC(C)C[C@@H](COCc1cccc(C(F)(F)F)c1)N1CCN(C(=O)c2ccc(C(F)(F)F)cc2)CCC1=O,11,2,·,·,·,10,-6,-11,·,·,·
CC(C)(C)NC(=O)CN(Cc1ccc(F)cc1)C(=O)Cn1nnc(-c2ccc(F)cc2)n1,7,-8,1,3,1.8,-13,6,-10,7,-17,12
O=c1cc[nH]c2c(C(F)(F)F)cccc12,12,9,-7,10,0.7,-16,13,-2,-2,6,13
CCCCCn1c(S(=O)(=O)O)nc2ccccc21,-1,5,-1,4,0.0,-23,3,-12,-3,-4,-16
CCOc1ccccc1NC(=O)Nc1ccsc1C(=O)OC,-8,-4,1,-81,-1.5,1,1,-2,5,-12,13
CCOC(=O)c1sc2nc(SCC#N)n(CC3CCCO3)c(=O)c2c1C (stereo unspecified),-3,4,-13,-14,-2.1,4,8,4,4,-2,10
CCOc1ccc(-c2nnn(CC(=O)c3cc(OC)ccc3OC)n2)cc1,-8,0,10,-4,-1.1,-1,5,6,-3,-13,12
CCN(CC)S(=O)(=O)c1ccc(/C=C/C(=O)N(c2ccccn2)C2CCCCC2)cc1,8,-8,8,14,1.0,10,-8,3,1,10,-10
Cn1c(C(=O)NCCCN2CCN(c3ccc(F)cc3)CC2)cc2c(=O)n(C)c3ccccc3c21,-3,2,-3,14,0.3,-19,-6,-4,6,1,7
Cc1nn(Cc2ccc(C(=O)O)o2)c(C)c1[N+](=O)[O-],-26,9,-14,-11,1.3,6,0,-1,-5,-3,7
C=CCc1c(C)nc2c(-c3ccccc3)cnn2c1N1CCOCC1,-20,7,-25,-101,-0.4,-122,-106,8,7,-7,-101
COc1ccc(-n2c(=O)[nH]cc(C(=O)Nc3ccccc3)c2=O)cc1,4,-5,8,10,-0.3,0,-1,2,-2,0,8
CCn1c2ccccc2c2cc(/C=N/n3cnnc3)ccc21,-38,-8,83*,11,1.4,-13,64,2,-2,0,-2
O=C1c2cccc([N+](=O)[O-])c2C(=O)N1C1CCCCC1,-2,-2,-11,5,-1.9,4,13,0,17,-4,7
